ROMK primary = human ROMK K+ channel modulation, primary screen. P48048. Tet-inducible ROMK, thallium flux fluorescence; actives lie on both sides. B-score at 10 µM. 2% of 130,000 active. AID 1918;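 active means signal ratio slope over the read window, or its plate-corrected B-score, at least 3 SD from the plate mean, either direction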;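 further: B-score of the F/F0 ratio slope over 7 to 12 s after thallium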
TR-FRET SRC-2 ct = counter-screen for PPARgamma SRC-2 recruitment agonists: TR-FRET artefact; active compounds read high; TR-FRET ratio at 8 µM; 0.4% of 200,000 active; AID 1049; in the data active means TR-FRET ratio above about 2000; further: inactives centre near 1500
PMI act hi M6P = activators of human phosphomannose isomerase at near-saturating mannose 6-phosphate; AID 1216; coupled PMI enzyme assay, resazurin fluorescence, 20 min; active compounds read high; 1 = untreated enzyme, 0 = substrate-free blank; activation factor at 20 µM; P34949; 0.34% of 190,000 active;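 active means activation factor of 2 or more at 20 µM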
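Test system: human phosphomannose isomerase with PGI, G6PDH, diaphorase coupling enzymes; Amount: PMI at 15 ng/mL final; Reagent: Mannose-6-phosphate 1.0 mM (near-saturating) plus 0.22 mM NADP+; Timing: 20 min, room temperature; Technique: resorufin fluorescence at Ex 544/Em 590 nm; Dosing: 20 µM single dose.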
S1P3 antag = blocks the human S1P3 receptor. 0.27% of 170,000 active. Q99500. AID 485. CHO S1P3 NFAT-BLA reporter, FRET fluorescence, antagonist mode. inhibition, % at 4.98 µM;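 active means inhibition above the plate cutoff, the mean inhibition of test wells on that plate plus 3 SD, cut at about 28% in these data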;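 further: cells challenged with S1P at its EC80 of 0.8 µM; blue over green emission ratio from cleaved BLA substrate after 4 h stimulation; 0% = S1P-stimulated wells and 100% = unstimulated DMSO-only wells; some compounds past the cut are filed as inactive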
Target sequence (Q99500 whole entry, looked up): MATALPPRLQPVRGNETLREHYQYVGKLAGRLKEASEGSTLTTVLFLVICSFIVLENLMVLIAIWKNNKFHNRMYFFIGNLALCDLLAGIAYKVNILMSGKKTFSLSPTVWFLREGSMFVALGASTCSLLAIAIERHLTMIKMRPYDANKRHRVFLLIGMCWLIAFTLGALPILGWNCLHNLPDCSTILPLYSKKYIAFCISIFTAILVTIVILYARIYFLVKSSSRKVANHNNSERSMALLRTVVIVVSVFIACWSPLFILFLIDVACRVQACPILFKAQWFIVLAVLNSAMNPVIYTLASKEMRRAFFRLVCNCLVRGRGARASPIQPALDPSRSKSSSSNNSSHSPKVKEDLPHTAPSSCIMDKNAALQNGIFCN
PPARg SRC1 recr = agonists of human PPARgamma SRC-1 coactivator recruitment; P37231; PPARgamma-SRC-1 coactivator recruitment biochemical assay; activation, % at 8 µM; 0.41% of 200,000 active; AID 631; in the data active means activation above about 19%;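 further: 0% = DMSO and 100% = reference agonist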
Target sequence (P37231 whole entry, looked up): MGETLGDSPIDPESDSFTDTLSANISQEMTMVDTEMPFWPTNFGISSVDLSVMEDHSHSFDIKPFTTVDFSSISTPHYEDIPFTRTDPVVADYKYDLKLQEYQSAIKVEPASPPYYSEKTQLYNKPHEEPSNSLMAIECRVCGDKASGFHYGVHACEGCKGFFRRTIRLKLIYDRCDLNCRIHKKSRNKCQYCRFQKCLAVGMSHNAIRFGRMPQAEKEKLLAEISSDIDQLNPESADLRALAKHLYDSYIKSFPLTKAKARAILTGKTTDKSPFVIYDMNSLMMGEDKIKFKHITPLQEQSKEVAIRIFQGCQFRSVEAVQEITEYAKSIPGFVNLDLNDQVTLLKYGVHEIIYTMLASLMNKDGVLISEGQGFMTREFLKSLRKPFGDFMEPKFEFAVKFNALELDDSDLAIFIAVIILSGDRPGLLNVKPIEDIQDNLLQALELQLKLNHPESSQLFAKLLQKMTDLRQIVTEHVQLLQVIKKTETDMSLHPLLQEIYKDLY
G6PDH counter = counter-screen for G6PDH assay hits: L. mesenteroides G6PDH inhibition. Purified L. mesenteroides G6PDH, diaphorase/resazurin coupled fluorescence, 45 min. inhibition, % at 5 µM. 0.12% of 200,000 active; in the data active means inhibition above about 50%
Diaph act CS = activates diaphorase or chemically reduces, flagging diaphorase assay artifacts; 0.005% of 190,000 active; activation factor at 20 µM; Diaphorase/resazurin coupled assay, resorufin fluorescence, 16 min; active compounds read high; 1 = vehicle wells, 0 = NADH-free wells; AID 1229;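 active means diaphorase activity raised at least twofold by the compound at 20 µM; inactive means activation factor below 2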
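test system = bacterial diaphorase enzyme (C. kluyveri) | quantity = enzyme 0.07 U/mL final | reagent = NADH substrate 0.114 mM plus resazurin dye 0.1 mM, final | incubation = 16 min enzyme reaction, ambient temperature | buffer or medium = HEPES pH 7.4 buffer with MgCl2 and Tween 20 | signal = fluorescence of resorufin, 544 nm excitation, 590 nm emission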
Diaph inh CS = inhibits diaphorase or chemically oxidizes, flagging diaphorase assay artifacts. diaphorase resazurin-to-resorufin fluorescence, NADH, 16 min; bacterial (C. kluyveri) enzyme, not human. inhibition, % at 20 µM. 0.69% of 190,000 active;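 active means primary screen inhibition at 20 µM above a set limit, cut at about 50% in these data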;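 further: plate controls were DMSO with full reaction for no effect and wells lacking NADH for full effect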
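Assay system – diaphorase enzyme from Clostridium kluyveri · Amount – diaphorase 0.14 U/mL (working solution) · Times – reaction incubation of 16 min at room temperature · Controls – No-NADH positive control and DMSO neutral control · Signal – resorufin fluorescence 544/590 nm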
PMI act = activators of human phosphomannose isomerase | purified human PMI, coupled resazurin fluorescence, 20 min; active compounds read high; 1 = vehicle control, 0 substrate-free wells | activation factor at 20 µM | AID 1214 | 0.005% of 190,000 active;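 active means activation factor of 2 or more at 20 µM, relative to plate controls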
PPARg SRC3 recr = promotes SRC-3 coactivator recruitment by human PPARgamma; 0.26% of 200,000 active; P37231; AID 731; biochemical PPARgamma/SRC-3 coactivator recruitment assay; activation, % at 8 µM; in the data active means activation above about 23%;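 further: 0% = DMSO and 100% = reference agonist; some compounds past the cut are filed as inactive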
PPARg SRC-2 ag = agonists of SRC-2 recruitment by human PPARgamma | P37231 | PPARgamma LBD-SRC-2 recruitment, biochemical | activation, % at 8 µM | 0.34% of 200,000 active | AID 1032; in the data active means activation above about 22%;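 further: 0% = vehicle and 100% = reference agonist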
The depositor's hits bear a star; x = not tested or not shown.

Structure | ROMK primary | TR-FRET SRC-2 ct | PMI act hi M6P | S1P3 antag | PPARg SRC1 recr | G6PDH counter | Diaph act CS | Diaph inh CS | PMI act | PPARg SRC3 recr | PPARg SRC-2 ag
Cn1c(C23CC4CC(CC(C4)C2)C3)n[nH]c1=S | x | 1430 | 1 | -2 | 1 | 5 | 0.9 | 13 | 0.9 | -2 | -12
COc1ccccc1NC(=O)N1c2ccc(F)cc2CCC1C (centres undefined) | -1.5 | 1498 | 0.8 | 7 | 2 | 8 | 0.9 | 11 | 0.8 | -13 | -3
Cc1nc2ccc(NC(=S)N3CCN(c4ccccn4)CC3)cc2nc1C | x | 1392 | 0.8 | -32 | 5 | -25 | 0.8 | 19 | 0.9 | 2 | 2
O=C(Nc1ccc(Oc2ncccn2)cc1)c1ccco1 | 0.83 | 1571 | x | -10 | 9 | x | x | x | x | 4 | 5
CCCCOC(=O)c1ccc(NC(=O)c2ccoc2C)cc1 | x | 1506 | 0.9 | 47 | 1 | -13 | 0.8 | 20 | 1 | -1 | -10
CCOc1ccc(CN2CCN(Cc3cn(CC)nc3C)CC2CCO)cc1 (centres undefined) | 0.026 | 1622 | 0.9 | -15 | 0 | 14 | 0.9 | 11 | 0.8 | 3 | 0
O=C1SCCC1NS(=O)(=O)c1ccccc1[N+](=O)[O-] (centres undefined) | 0.23 | 1646 | 1.1 | 7 | 1 | 2 | 0.9 | 12 | 1 | 4 | 0
O=C1C(Cl)=C(N2CCCCC2)C(=O)N1c1ccccc1Cl | x | 1490 | 0.8 | 4 | 4 | -16 | 0.8 | 23 | 0.8 | -14 | -5
CCC(=O)Nc1nc2ccc3sc(C)nc3c2s1 | -0.22 | 1622 | 0.8 | 2 | 7 | 2 | 1.1 | -5 | 1 | 7 | 0
CCOc1cc(NC(=S)NCC2CCCO2)c(OCC)cc1NC(=O)C1CC1 (centres undefined) | -0.64 | 1684 | 0.9 | -4 | 7 | 5 | 0.9 | 6 | 0.9 | 4 | 5
Cn1c(N)c(C(=O)COC(=O)c2cnc(Cl)c(Cl)c2)c(=O)n(C)c1=O | 0.23 | 1691 | 1.1 | 6 | 10 | -3 | 0.9 | 6 | 1 | 3 | 13
COC(=O)c1cc(OC)c(OC)cc1NC(=O)CSc1nnnn1Cc1ccccc1 | -1.6 | 1514 | 0.9 | 19 | -2 | 8 | 0.9 | 14 | 0.8 | -3 | 4
CCc1cc(=O)oc2cc(C)cc(OCc3nn[nH]n3)c12 | x | 1468 | 1.1 | 17 | -2 | 2 | 1 | -4 | 1.1 | -10 | 0
CCC1(C)N=C(c2ccc3c(c2)OCO3)CC(c2ccccc2O)N1 (centres undefined) | -2 | 1336 | 0.9 | x | 2 | -5 | 0.9 | 13 | 0.8 | -13 | -3
Cc1cc(=O)n2nc(N3CCCC(C(=O)NCCCN4CCc5ccccc5C4)C3)sc2n1 (centres undefined) | x | 1471 | 0.9 | 12 | 2 | 2 | 1 | -4 | 0.9 | 0 | -3
CC(C)CNC1=C(C(=S)Nc2ccccc2)C(=O)CC(C)(C)C1 | 0.23 | 1604 | 1 | 12 | 5 | -2 | 0.8 | 24 | 1 | 2 | 4
CC(=O)Nc1ccc(N=NN2CCOCC2)cc1 | 0.021 | 1642 | 1.4 | 2 | 2 | 3 | 0.9 | 11 | 1.3 | 2 | -1
CCN(Cc1ccccc1)C(=O)COC(=O)c1cc(S(=O)(=O)Nc2c(C)n(C)n(-c3ccccc3)c2=O)ccc1C | 1.6 | 1310 | 0.9 | -5 | -1 | 6 | 0.8 | 18 | 1 | -2 | 4
O=C(CN1CCCCCCC1)Nc1ccc(Cl)cc1Cl | -0.0059 | 1542 | 1.1 | -2 | -1 | 8 | 0.9 | 12 | 1.1 | 3 | -1
Cc1c(NC(=O)C(C)OC(=O)CCc2ccccc2)c(=O)n(-c2ccccc2)n1C (centres undefined) | 0.036 | 1597 | 1.1 | -10 | -1 | 5 | 1 | 0 | 1.1 | 1 | -9
CC(=O)/C=C/c1ccc(C)o1 | 0.13 | 1452 | 1.1 | -4 | 7 | 13 | 1 | 3 | 1.2 | 2 | 2
CCc1ccc(C2CC(c3ccccc3Cl)Nc3nc(N)nn32)cc1 (centres undefined) | x | 1736 | 0.8 | 38 | 7 | 10 | 0.9 | 9 | 0.8 | 5 | 6
COC(=O)[C@@H]1CC[C@H](C)[C@@H](c2ccc(C)cc2)N1C(=O)c1ccc(/C=N/O[C@@H](C)c2cn([C@H](CO)Cc3ccccc3)nn2)cc1 | -0.28 | 1547 | 0.8 | 16 | 8 | 20 | 0.7 | 26 | 0.8 | -1 | 16
Cc1ccc(Oc2ccc(NC(=O)c3ccco3)cc2)cc1 | x | 1579 | 0.8 | -9 | 3 | 8 | 0.9 | 12 | 0.9 | -2 | -2
Cc1ccc(SCc2cc(=O)[nH]c(N3CCN(Cc4ccccc4)CC3)n2)cc1 | x | 1512 | 0.9 | -18 | -6 | 9 | 0.9 | 13 | 0.9 | -2 | -2
COc1cccc(Nc2nc(-c3sc(NC(=O)CC(C)C)nc3C)cs2)c1 | x | 1612 | 0.8 | x | 3 | 1 | 0.7 | 26 | 1 | 11 | 13
Cc1c(CCO)c(=O)[nH]n1S(=O)(=O)c1ccccc1 | 0.022 | 1602 | 1 | -7 | 5 | 13 | 1 | 3 | 1 | 2 | 6
COc1ccc(C(=O)N/C(=C\c2ccc3c(c2)OCO3)C(=O)Nc2ccc(C(=O)O)cc2)cc1 | 0.4 | 1498 | 1 | -4 | 9 | 2 | 0.9 | 6 | 1 | -2 | 1
CCOc1cc(N2CCOCC2)c(OCC)cc1NC(=O)CN1CCCC1 | x | 1481 | 0.8 | -19 | 12 | -1 | 0.8 | 24 | 0.9 | -1 | 4
CC(C)C1Nc2c(O)cc(Cl)c([N+](=O)[O-])c2C2C=CCC21 (centres undefined) | -0.88 | 1463 | x | 8 | 5 | 14 | x | x | x | 4 | 3
Cn1c(-c2ccco2)n[nH]c1=S | 0.55 | 1882 | 1 | -2 | 10 | 1 | 0.8 | 15 | 1.1 | 5 | 14
Cc1cn(C)c(=O)n(C)c1=O | x | 1617 | 1 | -4 | 4 | 5 | 1.1 | -10 | 1 | 0 | 6
CCOc1ccc(N2C(=O)CC(/C=C3/N(C)c4ccccc4C3(C)C)C2=O)cc1 (centres undefined) | -0.15 | 1488 | 1.3 | -4 | -6 | 3 | 0.9 | 12 | 1.1 | -3 | 5
COc1cc(O)c2c(=O)c3c(OC)c(O)ccc3oc2c1 | 0.017 | 1579 | 0.8 | -10 | 11 | 16 | 0.8 | 21 | 0.8 | 4 | 1
CCOc1ccccc1-n1c(SCC(=O)N(CC)CC)nnc1-c1ccccn1 | x | 1619 | 1 | -1 | 3 | 2 | 0.9 | 13 | 1 | -8 | 5
O=C(CSc1nnc2ccccn12)Nc1ccc2c(c1)OCCO2 | 0.16 | 1815 | 1 | 13 | 5 | 3 | 1 | 0 | 1.1 | 8 | 3
Cc1ccc(NC(=O)CCC(=O)N/N=C/C=C/c2ccccc2)cc1 | 0.35 | 1691 | 0.9 | 0 | 2 | -13 | 0.9 | 5 | 1 | -1 | 5
N#C/C(=C\c1ccc([N+](=O)[O-])cc1)C(=O)Nc1ccccc1O | -2.1 | 1496 | 0.8 | -5 | -1 | -25 | 0.9 | 12 | 0.9 | -1 | -4
Nc1nn2cc(-c3ccccc3)nc2c2ccccc12 | 1.1 | 1581 | 0.8 | 7 | 8 | 5 | 0.8 | 23 | 0.9 | 8 | 9
C=CCn1c(CNC(=O)c2ccco2)nnc1SCC(=O)c1ccccc1 | 1.5 | 1591 | 1.8 | -14 | 5 | 9 | 1 | -1 | 1.4 | 9 | 7
Cn1cc(-c2nnnn2-c2ccccc2)c(=O)c2ccccc21 | x | 1468 | 1 | x | 6 | 1 | 0.9 | 13 | 0.9 | 1 | 4
O=C(COC(=O)CNC(=O)c1ccccc1)Nc1ccccc1Cl | 0.38 | 1601 | 1 | 3 | -6 | 4 | 1 | -3 | 1.1 | 3 | -2
C=CCn1c(SCC(=O)OCC)nc(C(F)(F)F)cc1=O | 0.5 | 1532 | 1 | -10 | 2 | 13 | 1 | -1 | 1 | 0 | 0
O=C(Nc1ccc2[nH]c3c(c2c1)CCCC3)c1ccco1 | x | 1621 | 0.7 | 17 | 5 | -9 | 0.6 | 39 | 0.7 | -4 | 6
CSc1ccccc1C(=O)C1CCCN(Cc2c(C)n(C)n(-c3ccccc3)c2=O)C1 (centres undefined) | x | 1322 | 1.1 | 7 | 2 | -2 | 0.9 | 6 | 1 | 1 | -2

Reformatted with two lines to a compound: part of the list above
Sequence of screens: ROMK primary | TR-FRET SRC-2 ct | PMI act hi M6P | S1P3 antag | PPARg SRC1 recr | G6PDH counter | Diaph act CS | Diaph inh CS | PMI act | PPARg SRC3 recr | PPARg SRC-2 ag
CC(=O)/C=C/c1ccc(C)o1
 : 0.13 | 1452 | 1.1 | -4 | 7 | 13 | 1 | 3 | 1.2 | 2 | 2
CCc1ccc(C2CC(c3ccccc3Cl)Nc3nc(N)nn32)cc1 (centres undefined)
 : x | 1736 | 0.8 | 38 | 7 | 10 | 0.9 | 9 | 0.8 | 5 | 6
COC(=O)[C@@H]1CC[C@H](C)[C@@H](c2ccc(C)cc2)N1C(=O)c1ccc(/C=N/O[C@@H](C)c2cn([C@H](CO)Cc3ccccc3)nn2)cc1
 : -0.28 | 1547 | 0.8 | 16 | 8 | 20 | 0.7 | 26 | 0.8 | -1 | 16
Cc1ccc(Oc2ccc(NC(=O)c3ccco3)cc2)cc1
 : x | 1579 | 0.8 | -9 | 3 | 8 | 0.9 | 12 | 0.9 | -2 | -2
Cc1ccc(SCc2cc(=O)[nH]c(N3CCN(Cc4ccccc4)CC3)n2)cc1
 : x | 1512 | 0.9 | -18 | -6 | 9 | 0.9 | 13 | 0.9 | -2 | -2
COc1cccc(Nc2nc(-c3sc(NC(=O)CC(C)C)nc3C)cs2)c1
 : x | 1612 | 0.8 | x | 3 | 1 | 0.7 | 26 | 1 | 11 | 13
Cc1c(CCO)c(=O)[nH]n1S(=O)(=O)c1ccccc1
 : 0.022 | 1602 | 1 | -7 | 5 | 13 | 1 | 3 | 1 | 2 | 6
